TLR4 MyD88 comp: TLR4-MyD88 interaction inhibition in cells | O00206+Q99836 | HeLa CL3-4 TLR4/MyD88 BLA complementation, FRET ratio | inhibition, % at 8.4 µM | actives 0.18% (n = 200,000) | AID 861; in the data active = inhibition above about 25%;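 also: 0% = vehicle and 100% = reference inhibitor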
Target sequence (O00206 whole entry, looked up): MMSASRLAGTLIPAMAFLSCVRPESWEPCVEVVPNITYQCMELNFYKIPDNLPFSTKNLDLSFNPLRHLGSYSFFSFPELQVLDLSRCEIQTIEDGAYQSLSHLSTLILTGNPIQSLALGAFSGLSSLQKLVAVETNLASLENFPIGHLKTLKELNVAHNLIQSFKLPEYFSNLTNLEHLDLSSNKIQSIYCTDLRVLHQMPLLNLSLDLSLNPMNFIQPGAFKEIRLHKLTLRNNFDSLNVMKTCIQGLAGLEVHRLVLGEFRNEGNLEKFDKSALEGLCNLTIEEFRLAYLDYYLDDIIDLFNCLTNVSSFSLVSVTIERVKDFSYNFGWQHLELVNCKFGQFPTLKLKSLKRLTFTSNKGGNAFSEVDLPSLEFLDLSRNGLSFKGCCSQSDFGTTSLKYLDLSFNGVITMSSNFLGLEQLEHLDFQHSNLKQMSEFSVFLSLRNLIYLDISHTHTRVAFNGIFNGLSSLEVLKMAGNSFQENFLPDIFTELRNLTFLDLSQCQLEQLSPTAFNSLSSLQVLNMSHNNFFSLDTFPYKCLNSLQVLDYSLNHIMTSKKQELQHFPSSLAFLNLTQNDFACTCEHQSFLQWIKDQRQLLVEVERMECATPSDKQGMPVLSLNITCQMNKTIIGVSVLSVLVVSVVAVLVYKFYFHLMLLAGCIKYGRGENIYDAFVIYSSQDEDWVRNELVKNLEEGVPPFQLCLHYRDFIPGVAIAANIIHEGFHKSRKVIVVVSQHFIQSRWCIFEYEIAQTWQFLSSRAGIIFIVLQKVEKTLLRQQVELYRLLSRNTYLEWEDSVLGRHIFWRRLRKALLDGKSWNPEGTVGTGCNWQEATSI
Target sequence (Q99836 whole entry, looked up): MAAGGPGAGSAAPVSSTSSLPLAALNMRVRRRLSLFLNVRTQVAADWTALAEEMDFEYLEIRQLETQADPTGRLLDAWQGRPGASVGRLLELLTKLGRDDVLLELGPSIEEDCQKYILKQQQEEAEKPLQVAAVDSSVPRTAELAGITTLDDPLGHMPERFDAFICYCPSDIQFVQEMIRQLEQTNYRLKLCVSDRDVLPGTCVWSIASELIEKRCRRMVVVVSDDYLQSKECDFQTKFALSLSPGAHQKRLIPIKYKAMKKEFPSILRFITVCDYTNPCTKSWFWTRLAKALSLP
STAT1 blocker: reduces IFN-gamma driven STAT1 reporter signal; inhibition, % at 5.5 µM; actives 0.35% (n = 200,000); AID 920; NIH 3T3 STAT1-luciferase reporter, luminescence;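 active = inhibition above a set limit, the mean inhibition across all tested compounds plus 3 SD, cut at about 34% in these data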;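 also: 0% = IFN-gamma with DMSO and 100% = IFN-gamma with 300 µM nifuroxazide; values of inactives mirror those of a sister screen read the other way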
Diaph act CS: activates diaphorase or chemically reduces, flagging diaphorase assay artifacts. Diaphorase/resazurin coupled assay, resorufin fluorescence, 16 min; hits give high values; 1 = vehicle wells, 0 = NADH-free wells. activation factor at 20 µM. actives 0.005% (n = 190,000);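 active = diaphorase activity raised at least twofold by the compound at 20 µM; inactive = activation factor below 2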
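Assay system: bacterial diaphorase enzyme (C. kluyveri) / Input: enzyme 0.07 U/mL final / Medium: 50 mM HEPES pH 7.4 with 4.542 mM MgCl2, 0.005% Tween 20 / Doses: single compound dose of 20 µM, 1% DMSO final / Incubation: 16 min enzyme reaction, ambient temperature / Signal: fluorescence, excitation 544 nm and emission 590 nm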
STAT1 act: STAT1 signaling activation; NIH 3T3 STAT1-luciferase reporter, IFN-gamma, luminescence; 100% = IFN-gamma alone, no compound; actives 2.6% (n = 200,000); AID 932; activation (% of control), % at 5.5 µM;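 active = activation above the screen-wide mean activation plus 3 SD, cut at about 130% in these data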;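 also: raw ratio to IFN-gamma control signal so 100% means no change and 0% no light; values of inactives mirror those of a sister screen read the other way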
G6PDH counter: L. mesenteroides G6PDH inhibition counter-screen | Purified L. mesenteroides G6PDH, diaphorase/resazurin coupled fluorescence, 45 min | inhibition, % at 5 µM | actives 0.12% (n = 200,000); in the data active = inhibition above about 50%
Hsp70 act: Hsp70 transcriptional activation, primary screen. HeLa Hsp70 promoter luciferase reporter, luminescence; scaled: vehicle 0, proteasome-inhibitor control 100%. activation, % at 10 µM. actives 0.04% (n = 200,000). AID 1203;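 active = activation above the mean across all tested compounds plus 3 SD, cutoff set per campaign, cut at about 5.5% in these data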;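 also: 100% = MG132 at 30 µM as the positive control and 0% = DMSO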
APP transl inh: APP translation inhibition; SH-SY5Y APP 5'UTR-luciferase reporter, luminescence; inhibition, % at 2 µM; AID 1285; actives 0.82% (n = 190,000);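 active = inhibition above a set limit, derived from the sample mean plus 3 SD, cut at about 45% in these data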; also: values of inactives mirror those of a sister screen read the other way
STAT3 act: increases IL-6 driven STAT3 reporter signal | U3A cells, IL-6 STAT3-luciferase reporter, luminescence; 100% = signal with IL-6 EC80 alone | activation (% of control), % at 5.6 µM | actives 0.91% (n = 190,000) | AID 871;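 active = activation above the screen-wide mean of compound activation plus 3 SD, cut at about 130% in these data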;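 also: 0% = background luminescence of wells with medium and substrate only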
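Assay system – human STAT1-deficient U3A cells with stable STAT3-luciferase reporter · Also added – IL-6 (33 ng/mL) · Schedule – compound 1 h, then IL-6 6 h at 37 °C · Technique – reporter luminescence signal · Evaluation – % activation versus median of IL-6-stimulated wells · Benchmarks – IL-6-only wells as 100% reference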
Diaph inh CS: counter-screen for diaphorase-based assays: diaphorase inhibitors and chemical oxidizers | diaphorase resazurin-to-resorufin fluorescence, NADH, 16 min; bacterial (C. kluyveri) enzyme, not human | inhibition, % at 20 µM | actives 0.69% (n = 190,000);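 active = primary screen inhibition at 20 µM above a set limit, cut at about 50% in these data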;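 also: plate controls were DMSO with full reaction for no effect and wells lacking NADH for full effect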
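System: Bacterial diaphorase enzyme (C. kluyveri) | Incubation: 16-min room-temperature incubation before reading | Benchmarks: No-NADH positive control and DMSO neutral control | Measured by: Resorufin fluorescence 544/590 nm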
STAT3 inh: STAT3 signaling inhibition. actives 0.89% (n = 190,000). U3A cells, IL-6 STAT3-luciferase reporter, luminescence; host cell line lacks STAT1. inhibition, % at 5.5 µM;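 active = inhibition above the mean inhibition across all screened compounds plus 3 SD, cut at about 44% in these data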;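 also: 0% = DMSO only wells and 100% = 100 µM nifuroxazide control wells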
An asterisk follows results filed as active.

SMILES	TLR4 MyD88 comp	STAT1 blocker	Diaph act CS	STAT1 act	G6PDH counter	Hsp70 act	APP transl inh	STAT3 act	Diaph inh CS	STAT3 inh
COc1ccc(CN2CCNC(=O)C2CC(=O)N(C)Cc2ccon2)cc1OC (centres undefined)	-11	-6	0.7	104	18	-0.1	-28	95	31	10
COc1ccc(/C=N/Nc2nc(-c3ccc(Cl)cc3)cc(C(F)(F)F)n2)c(OC)c1	-4	2	1.1	99	-10	0.1	2	107	-8	-4
Cc1nc(NC(=O)c2ccc([N+](=O)[O-])cc2Cl)sc1C(=O)N(C)C	7	9	1	92	0	0.0	14	95	3	9
CC(=O)Nc1ccc(Oc2ccc(-c3noc(C)n3)cc2)cc1	0	-1	1.1	106	9	-0.2	-4	100	-8	0
c1ccc(Cn2cc(CN3CCCO3)c(-c3ccc4c(c3)OCO4)n2)cc1	0	-1	0.8	100	10	1.3	-31	94	22	17
Clc1cccc(Cl)c1CON/C=N/c1ncnc2sccc12	-2	5	0.8	95	-15	-0.1	-19	72	15	40
COc1ccc(C(C(=O)NC2CCCCC2)N(C(=O)c2sc(C)nc2C)c2ccc(OC)cc2)cc1 (centres undefined)	10	4	0.9	96	4	0.1	-3	103	7	4
CC(=O)c1sc2nc(CSc3nncn3C)[nH]c(=O)c2c1C	-7	-6	0.7	104	-2	0.0	-6	108	25	-2
O=C(CN1CCN(Cc2ccccc2)CC1)N/N=C\C=C/c1ccco1	20	13	0.9	89	17	-0.2	2	92	12	14
O=C(Nc1ccc([N+](=O)[O-])cn1)c1cc(-c2cccc(Cl)c2)nc2ccccc12	10	-3	0.8	103	-10	0.2	14	102	17	0
CCOC(=O)N1CCN(CC(=O)Nc2ccc(C)c(Br)c2)CC1	-2	0	1	100	1	-0.2	20	98	4	6
C=CCn1c(SCC(=O)NCC2CCCO2)nnc1C1CCCCC1 (centres undefined)	4	6	0.9	94	19	-0.6	6	102	12	4
O=C(NS(=O)(=O)c1ccccc1)c1ccccc1	-3	1	0.8	99	2	-0.3	1	97	19	10
CC(C)c1csc(CN2CCN(Cc3ccc(F)cc3)C(CCO)C2)n1 (centres undefined)	2	7	0.8	92	17	-0.3	-22	107	18	-6
Cc1cccc(N2CCN(C(=S)NCc3ccco3)CC2)c1C	-6	1	0.9	99	2	-0.3	-16	112	5	-18
CC(=O)OC(C(=O)Nc1ccccc1)C(C)S(=O)(=O)c1ccccc1 (centres undefined)	-2	8	0.8	93	11	-0.4	8	93	15	15
COc1ccc(C(C)C)cc1S(=O)(=O)N1CCN(c2ccccc2)CC1	9	4	0.8	95	2	-0.4	8	107	21	-3
CCc1ccc(NC(=S)N(Cc2ccc(Cl)cc2)Cc2ccc(C(=O)O)cc2)cc1	-15	-3	0.9	102	2	-0.3	-3	108	7	-7
Cc1cccc(NC(=O)C2CC(=O)N(c3ccccc3)C2)c1C (centres undefined)	0	1	1.1	99	8	0.1	-2	98	-10	4
COCCNC(=O)c1ccc(CS(=O)(=O)c2c(Cl)cccc2Cl)o1	3	2	0.9	98	7	0.2	-3	100	12	5
Nc1ccc(-c2nc3ccc([N+](=O)[O-])cc3[nH]2)cc1	-14	-92	0.9	182*	-19	-0.4	-72	94	7	5
N#CC(C#SN)=C1CCCCC1	11	-1	1.1	101	5	0.0	11	100	-6	3
Cc1nn(CCCC(=O)NCc2ccc(Cl)cc2)c(C)c1[N+](=O)[O-]	7	0	0.9	100	-5	-0.3	-22	98	11	10
S=C(Nc1ccccc1)Nc1ccc(Cl)cc1Cl	-25	-24	0.9	122	37	-0.2	-2	99	10	8
Cn1c(N)c(C(=O)COC(=O)/C=C/c2ccc(OC(F)F)cc2)c(=O)n(C)c1=O	2	6	0.9	95	4	-0.3	-26	79	11	26
Cc1ccnc(NS(=O)(=O)c2ccc(NC(=O)CSc3nc(-c4ccccc4)cc(=O)[nH]3)cc2)n1	5	-6	0.8	103	2	0.4	-3	105	20	-1
COCc1c(C(=O)OCC(=O)NCCN2C(=O)CSC2=O)oc2ccccc12	-2	1	0.8	101	11	-0.3	3	103	16	-7
COC(=O)CC1(c2cccc3ccccc23)C(=O)c2ccccc2C1=O	-1	2	0.7	98	12	0.2	-14	125	25	-22
CC(/C=C1\SC(=O)N(CC(=O)Nc2cccc(O)c2)C1=O)=C\c1ccccc1	3	-3	0.7	99	-43	-0.3	14	103	26	6
O=C(Nc1cccc(C(=O)O)c1)/C(=C\C=C\c1ccccc1)NC(=O)c1ccccc1	-8	-5	0.9	103	9	-0.2	15	101	6	10
Cc1nc2ccccn2c1C(=O)/C=C/c1ccc(F)cc1	5	-31	0.9	129*	10	0.3	-17	88	8	19
C=CC(=C)CC(NC)c1ccccc1 (centres undefined)	8	-1	1.1	101	2	0.5	12	102	-6	3
CC(=O)c1cccc(NC(=O)Nc2ccc3c(c2)N(C)C(=O)CS3)c1	-1	8	0.9	93	-55	-0.3	0	83	14	24
CC(C)c1ccc(-c2nn[nH]n2)cc1	-10	-5	1.1	104	14	-0.1	-3	101	-6	2
C=C(C)CSc1nc2ncc(Cl)cc2[nH]1	-7	-7	0.9	107	1	-0.2	-2	105	7	0
Cc1ccccc1CCN(CC(=O)NC1CCCCC1)C(=O)c1csnn1	2	9	0.8	91	10	-0.3	11	108	19	-5

Gathered by group: those above containing a COOH group.
SMILES	TLR4 MyD88 comp	STAT1 blocker	Diaph act CS	STAT1 act	G6PDH counter	Hsp70 act	APP transl inh	STAT3 act	Diaph inh CS	STAT3 inh
CCc1ccc(NC(=S)N(Cc2ccc(Cl)cc2)Cc2ccc(C(=O)O)cc2)cc1	-15	-3	0.9	102	2	-0.3	-3	108	7	-7
O=C(Nc1cccc(C(=O)O)c1)/C(=C\C=C\c1ccccc1)NC(=O)c1ccccc1	-8	-5	0.9	103	9	-0.2	15	101	6	10

More results follow.
SMILES	TLR4 MyD88 comp	STAT1 blocker	Diaph act CS	STAT1 act	G6PDH counter	Hsp70 act	APP transl inh	STAT3 act	Diaph inh CS	STAT3 inh
O=C(COC(=O)c1cc([N+](=O)[O-])ccc1NCc1ccccc1Cl)NCC(F)(F)F	-1	1	1.1	99	-9	-0.1	16	94	-7	3
CCOC(=O)c1ccc(NC(=O)N2CCN(S(C)(=O)=O)CC2)cc1	-4	7	0.9	93	-3	1.0	-1	102	13	2
COc1ccc(C(=O)NCc2ccccc2)cc1S(=O)(=O)N1CCCc2ccccc21	7	-6	0.9	106	4	2.3	-9	94	5	12
CC(SCc1ccccc1)C(=O)N/N=C/c1cccs1 (centres undefined)	10	11	0.9	91	8	-0.3	0	97	10	3
COc1cccc(CNC(=O)Cc2ccc(Br)cc2)c1	1	-1	0.9	101	-6	0.0	-14	93	7	11
CS(=O)(=O)n1nc(C(=O)N2CCOCC2)nc1N	0	5	1	96	2	0.0	7	108	1	-5
O=C(COc1ccccc1-c1ccccc1)N/N=C/c1ccccn1	9	-3	1	101	11	-0.1	13	100	4	7
Cc1ccc(Oc2nc3c(c(=O)n(C)c(=O)n3C)n2C)cc1C	0	6	1	92	0	0.1	-10	85	1	23
CCOC(=O)c1cnc2c(-c3ccccc3)c(C)nn2c1N	6	-15	0.8	113	4	-0.3	6	91	15	11
CCc1ccc(N(CC(=O)NCc2ccc(F)cc2)C(=O)c2csnn2)cc1	-1	5	1.1	95	3	0.0	6	109	-6	-4
COc1ccc(C2=NC(C(F)(F)F)(C(F)(F)F)c3c(n(C)c(=O)n(C)c3=O)N2)cc1	-3	-4	0.9	103	3	-0.2	5	91	8	16
CCOCCCNC(=O)/C(C#N)=C/c1ccc([N+](=O)[O-])o1	24	11	0.9	89	14	0.0	39	101	10	2

Record cards, from the list above. Values in the order: TLR4 MyD88 comp	STAT1 blocker	Diaph act CS	STAT1 act	G6PDH counter	Hsp70 act	APP transl inh	STAT3 act	Diaph inh CS	STAT3 inh
CCOC(=O)c1cnc2c(-c3ccccc3)c(C)nn2c1N in the list: 6	-15	0.8	113	4	-0.3	6	91	15	11
Cc1ccc(Oc2nc3c(c(=O)n(C)c(=O)n3C)n2C)cc1C in the list: 0	6	1	92	0	0.1	-10	85	1	23
CC(SCc1ccccc1)C(=O)N/N=C/c1cccs1 (centres undefined) in the list: 10	11	0.9	91	8	-0.3	0	97	10	3

Next part.
SMILES	TLR4 MyD88 comp	STAT1 blocker	Diaph act CS	STAT1 act	G6PDH counter	Hsp70 act	APP transl inh	STAT3 act	Diaph inh CS	STAT3 inh
COc1ccc(C2N(C(=O)c3ccccc3)CCN2C(=O)c2ccc(C)cc2)cc1 (centres undefined)	-1	-4	1	103	-8	-0.5	6	108	1	-3
CC1CCCC(C)N1C(=O)CSc1nnc(NC(=O)c2cccs2)s1 (centres undefined)	0	-5	0.8	105	0	-0.4	-20	100	17	6
Cc1ccc(CC(=O)NCc2cccnc2)cc1	-1	-10	0.9	107	6	-0.3	10	100	6	2
COc1cc(C(=O)Oc2c(CN3CCOCC3)cc(Cl)c3cccnc23)cc(OC)c1OC	-14	-5	0.4	105	38	-0.2	39	106	58*	2
COc1cc2[nH]c(=O)n(CCCC(=O)NCCc3ccccc3)c(=O)c2cc1OC	1	-1	0.9	101	5	-0.5	-10	111	7	-7
O=C(O)CS(=O)(=O)c1ccc(Oc2ccc(S(=O)(=O)CC(=O)O)cc2)cc1	8	2	0.9	98	6	-0.4	3	106	12	-3
C/C(=N\OC(=O)c1c(-c2ccccc2Cl)noc1C)c1nccs1	-11	9	0.8	90	8	0.1	-12	102	16	4
CC(=O)Oc1ccc2c(=O)c(-c3nc4ccccc4s3)coc2c1	-14	-9	1	108	-2	0.3	-196	72	-2	39
COc1ccc(CNC(=O)CN(CC2CCCO2)C(=O)CNS(=O)(=O)c2ccccc2)cc1 (centres undefined)	11	-5	0.9	104	8	0.4	23	104	8	0
CCOC(=O)c1cnc(-n2nc(C)cc2C)nc1Nc1ccc(OC)cc1	6	7	1	93	-24	-0.1	-3	94	4	12
CC(C)c1cccc(C(C)C)c1NC(=O)c1ccc(OCC(=O)NCc2ccccc2)cc1	-4	4	0.9	96	-11	0.0	-4	110	6	-14
COc1ccc(CCNC(=O)COC(=O)c2cc(OC)c(OC)cc2OC)cc1	-11	1	0.8	97	4	-0.1	4	99	17	3
Cc1ccc(S(=O)(=O)CCc2nnc(N)s2)cc1	6	1	1	99	17	-0.3	13	106	-1	-4
CCn1c(COc2ccccc2C)nnc1SCC(=O)NCc1ccccc1	-16	-1	0.9	101	11	-0.7	12	99	9	5
CC(C)CN1CN(S(=O)(=O)c2cccs2)c2nc3ccccc3nc21	4	4	0.9	97	-4	0.0	1	102	12	-2
CC(=O)C1=C(O)CC(c2ccccc2)CC1=NCCc1ccccc1 (centres undefined)	-13	5	1	95	3	-0.3	12	102	-1	6
COC(=O)c1ccc(NC(=O)CN(C)Cc2cccc(F)c2)cc1	-1	-2	0.9	100	-4	-0.1	-28	99	8	9
O=C(NCCCN1CCCC1=O)c1csc2ccccc12	7	-4	0.8	104	2	0.0	-18	109	17	-7

Assay outcomes: PubChem, several laboratories
